Mcl1-Bid inh: Mcl-1/Bid interaction inhibition; actives 0.97% (n = 220,000); inhibition, % at 21.7 µM; TR-FRET Mcl-1/Bid-Dy647 peptide binding, 1536-well; Q07820;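 active means compounds that cut the binding signal by more than half at the single screening dose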;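 further: His-tagged Mcl-1 with europium anti-His antibody binding Bid BH3 peptide; 0% = Mcl-1 plus peptide wells and 100% = peptide-only wells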
Target sequence (Q07820 whole entry, looked up): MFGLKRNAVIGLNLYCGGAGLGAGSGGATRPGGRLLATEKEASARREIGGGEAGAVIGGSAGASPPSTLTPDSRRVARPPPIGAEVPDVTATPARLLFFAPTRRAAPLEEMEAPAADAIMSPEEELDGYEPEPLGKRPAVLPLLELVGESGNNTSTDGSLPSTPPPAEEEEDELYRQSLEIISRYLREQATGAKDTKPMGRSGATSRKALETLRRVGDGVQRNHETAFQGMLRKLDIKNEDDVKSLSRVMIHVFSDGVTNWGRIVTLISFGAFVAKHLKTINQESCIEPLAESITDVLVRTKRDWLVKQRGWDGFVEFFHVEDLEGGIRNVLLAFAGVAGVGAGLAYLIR
RGS8-Gao reg: modulates binding of RGS8 to human Galphao; multiplexed bead flow cytometry; actives lie on both sides; actives 0.34% (n = 220,000); P09471; response (percent of control binding), % at 10 µM; in the data active means response below about 60% or above about 140%; inactive means in between;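 further: Galphao activated as the GDP aluminium fluoride complex binding bead-coupled RGS8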
Target sequence (P09471 whole entry, looked up): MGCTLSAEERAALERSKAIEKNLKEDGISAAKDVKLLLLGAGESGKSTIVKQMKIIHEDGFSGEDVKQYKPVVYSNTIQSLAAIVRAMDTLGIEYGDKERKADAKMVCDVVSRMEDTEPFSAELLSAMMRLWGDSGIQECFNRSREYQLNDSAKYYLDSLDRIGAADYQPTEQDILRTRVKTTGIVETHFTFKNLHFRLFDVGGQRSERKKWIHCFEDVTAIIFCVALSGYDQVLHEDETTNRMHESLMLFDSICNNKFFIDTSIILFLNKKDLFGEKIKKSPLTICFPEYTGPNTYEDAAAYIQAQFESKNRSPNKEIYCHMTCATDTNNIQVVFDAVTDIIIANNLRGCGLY
RGS7-Gao reg: regulators of human RGS7-Galphao interaction; P09471; Multiplexed bead flow cytometry, RGS7-Galphao binding; actives lie on both sides; binding response (% of control), % at 10 µM; actives 0.35% (n = 220,000); AID 1439; in the data active means binding response below about 49% or above about 150%; inconclusive means no clear call, values can overlap the other calls; inactive means in between;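 further: fluorescent Galphao held in activated GDP-AlF4 state binding bead-coupled RGS7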
RGS4-Gao reg: modulates binding of RGS4 to human Galphao; P09471; Multiplexed bead flow cytometry; actives lie on both sides; binding response (% of control), % at 10 µM; actives 0.33% (n = 220,000); AID 1415; in the data active means binding response below about 49% or above about 150%; inactive means in between;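 further: fluorescent Galphao activated with aluminum fluoride binding bead-coupled RGS4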
Bim-Bcl-W: disrupts Bim peptide binding to human Bcl-W; AID 952; bead-based flow cytometry; actives 0.02% (n = 190,000); inhibition, % at 10 µM; Q92843;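 further: 0% = bound tracer without compound and 100% = peptide blocker; higher means less fluorescent Bim peptide bound to Bcl-W beads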
Bim-Bcl-B: human Bim-Bcl-B interaction inhibition. actives 0.073% (n = 190,000). AID 951. inhibition, % at 10 µM. bead-based flow cytometry, Bim peptide-Bcl-B binding;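 further: 0% = tracer peptide without compound and 100% = reference inhibitor peptide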
GSH fluor: GSH bead compound fluorescence profile; actives 0.25% (n = 190,000); GSH beads flow cytometry, compound fluorescence 488/530 nm; stronger effect = higher value; fluorescence (KMESF) at 10 µM; AID 1776; in the data active means fluorescence above about 89;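 further: glutathione beads carrying GST-tagged Bcl family fusion proteins plus one bare bead set; values are compound well signal with DMSO vehicle wells as background; inactives centre near 16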
Mcl-1 Bim block: human Bim-Mcl-1 interaction inhibition | actives 0.1% (n = 190,000) | Bead-based flow cytometry, Bim peptide-Mcl-1 binding | Q07820 | inhibition, % at 10 µM | AID 1009;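 further: 0% = no compound tracer wells and 100% = peptide blocker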
Bcl-2 Bim block: inhibitors of Bim-Bcl-2 interaction, human; P10415; Bead-based flow cytometry, Bim peptide-Bcl-2 binding; inhibition, % at 10 µM; actives 0.06% (n = 190,000); in the data active means inhibition above about 40%; inconclusive means no clear call, values can overlap the other calls;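 further: 0% = no compound wells with probe peptide and 100% = reference peptide inhibitor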
Bfl-1 Bim block: disrupts Bim binding to human Bfl-1 | inhibition, % at 10 µM | AID 1008 | actives 0.12% (n = 190,000) | Bead-based flow cytometry, Bim-Bfl-1 binding inhibition | Q16548;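 further: 0% = wells without compound plus tracer and 100% = blocker peptide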
Bim-Bcl-XL: inhibitors of Bim-Bcl-XL interaction, human; Q07817; Bim peptide-Bcl-XL binding, bead flow cytometry, fluorescence; inhibition, % at 10 µM; actives 0.04% (n = 190,000)
Target sequence (Q07817 whole entry, looked up): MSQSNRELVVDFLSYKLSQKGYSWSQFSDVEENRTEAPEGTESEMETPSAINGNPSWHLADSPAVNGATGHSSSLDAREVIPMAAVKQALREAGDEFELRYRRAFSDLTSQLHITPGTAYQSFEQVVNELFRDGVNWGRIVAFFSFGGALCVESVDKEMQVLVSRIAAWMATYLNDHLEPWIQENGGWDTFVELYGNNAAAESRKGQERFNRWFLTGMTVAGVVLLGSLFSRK
* = called active by the depositor; ? = inconclusive; . = no result given; & = joins results of further samples. Unless noted, no stated cut-off is given here; in the data, active means inhibition above about 40%.

Mcl1-Bid inh	RGS8-Gao reg	RGS7-Gao reg	mol	RGS4-Gao reg	Bim-Bcl-W	Bim-Bcl-B	GSH fluor	Mcl-1 Bim block	Bcl-2 Bim block	Bfl-1 Bim block	Bim-Bcl-XL
-29	89	94	CC(=O)N/C(=C/c1ccc2c(c1)OCO2)C(=O)O	100	1	0	27	4	0	0	1
-20	100	101	COc1ccc(/C(O)=C2/C(=O)C(=O)N(CCN(C)C)C2c2ccccc2)cc1Cl (configuration not stated)	102	-1	-7	26	-2	-12	-17	-5
-32	99	93	CCN(CC)CCN(C(=O)CN1C(=O)CCC1=O)c1nc2cc3c(cc2s1)OCO3	95	3	-1	23	0	0	-3	0
-36	102	103	Cc1ccc(S(=O)(=O)N(CC(=O)NCc2cccnc2)C2CCCCC2)cc1	102	0	-3	10	-1	-4	-3	0
-98	98	97	COc1ccc(N2CCN(C(c3nnnn3CCc3ccccc3)C(C)C)CC2)cc1 (configuration not stated)	100	0	-11	52	-1	-11	-15	-8
-32	99	94	OCCCNC(=S)NC1CCCC1	100	-1	-2	15	-1	-1	-5	-6
-2	105	103	CCOc1ccc(NC(=NCc2ccc3c(c2)OCO3)SC2CC(=O)N(c3ccc(OCC)cc3)C2=O)cc1 (configuration not stated)	104	-7	-8	14	2	-5	-3	-9
-2	103	?	Cc1ccc(C(=O)N2CCN(C(=O)c3ccc(C)cc3)C2)cc1	103	-5	-5	13	-4	-3	-8	-3
-27	104	98	C/C(=N\NC(=O)c1ccc(CSc2nc(C)cc(C)n2)cc1)c1ccco1	101	0	0	12	-3	-1	4	-1
-29	101	102	Cc1nnc(SCC(=O)NCc2ccccc2)n1-c1ccccc1	101	2	-9	11	0	-5	-10	-3
-7	95	95	O=C(c1ccc2c3c(cccc13)CC2)C1CCCN(C(=O)c2cccnc2)C1 (configuration not stated)	97	0	-3	16	0	-4	-2	-2
-30	99	112	O=C(Nc1ccccc1)N1CC=C(c2ccc(F)cc2)CC1	102	0	-8	38	-1	-9	-9	-7
-8	102	101	COc1ccccc1C(O)Cc1nc2ccccc2n1C (configuration not stated)	100	0	-5	43	0	-12	-13	2
-27	102	?	Cc1cc(/C([O-])=C(/C(=S)Nc2ccc(F)cc2)[n+]2ccccc2)c(C)n1Cc1ccccc1Cl	102	-4	-7	12	-1	2	1	-1
19	103	107	O=C(CN1C(=O)NC2(CCCCCCC2)C1=O)NC1CCCc2ccccc21 (configuration not stated)	105	-6	-8	19	-5	-9	-14	-13
9	96	96	Cc1cc(OCc2nnc(SCC(=O)OC3CCCCC3)o2)ccc1Cl	94	-3	-9	29	-2	-11	-21	-10
-24	102	108	CS(=O)(=O)N1CCN(c2cccc(Cl)n2)CC1	106	1	2	32	1	2	0	1
-1	100	104	O=C(CN1CCCN(S(=O)(=O)c2ccc(F)cc2)CC1)Nc1ccccc1Br	104	0	-4	18	33	-5	-18	-8
-33	100	?	Cc1nc(N2CCOCC2)nc2c1CCC2	103	-1	-3	12	1	-1	-4	-1
-45	102	102	COc1ccc(OCc2nn3c(-c4ccccn4)nnc3s2)cc1	103	2	0	7	3	-3	-9	-4
-58	100	97	CCc1ccccc1NC(=S)N1CCN(c2ccccn2)CC1	98	-2	-7	5	-3	1	0	-3
-15	101	?	CN1CCCN(C(=O)/C=C/c2ccc(Cl)cc2Cl)CC1	99	-1	1	8	-1	2	4	-1
-1	103	99	C/C=C/Cn1cccc(C(=O)Nc2ccc(OC)cc2)c1=O	100	0	-2	11	-1	0	-3	-3
-16	100	98	COc1ccccc1N1CCN(C(=O)c2ccc(NC(C)=O)cc2)CC1	101	0	-7	14	-2	-8	-9	-3
-25	93	85	Cc1cc(C(=O)N2CCCC(C(=O)c3cc(F)ccc3F)C2)c(C)o1 (configuration not stated)	89	-1	-1	11	1	-2	-6	-5
-2	103	102	O=C(Cn1ncc2ccccc21)N1CCc2ccccc21	104	-8	-9	14	-7	-7	-4	-12
-72	102	99	CC(C)(C)c1ccc(C(=O)NNC(=S)NCC2CCCO2)cc1 (configuration not stated)	99	1	-25	4	-7	1	6	-2
6	103	102	CCOC(=O)c1noc(C)c1C(=O)Nc1cccc(F)c1	102	0	-6	61	0	-6	-13	-9
-14	102	104	COC(=O)CSc1n[nH]c(-c2ccncc2)n1	101	0	-4	24	2	-7	-9	2
1	101	98	O=C(NCc1ccncc1)Nc1cccc([N+](=O)[O-])c1	100	0	-3	17	-2	-6	-7	0

An excerpt of these results, with the structure last:
| Mcl1-Bid inh | RGS8-Gao reg | RGS7-Gao reg | RGS4-Gao reg | Bim-Bcl-W | Bim-Bcl-B | GSH fluor | Mcl-1 Bim block | Bcl-2 Bim block | Bfl-1 Bim block | Bim-Bcl-XL | mol |
| --- | --- | --- | --- | --- | --- | --- | --- | --- | --- | --- | --- |
| 19 | 103 | 107 | 105 | -6 | -8 | 19 | -5 | -9 | -14 | -13 | O=C(CN1C(=O)NC2(CCCCCCC2)C1=O)NC1CCCc2ccccc21 (configuration not stated) |
| 9 | 96 | 96 | 94 | -3 | -9 | 29 | -2 | -11 | -21 | -10 | Cc1cc(OCc2nnc(SCC(=O)OC3CCCCC3)o2)ccc1Cl |
| -24 | 102 | 108 | 106 | 1 | 2 | 32 | 1 | 2 | 0 | 1 | CS(=O)(=O)N1CCN(c2cccc(Cl)n2)CC1 |

Remaining list, next part
Mcl1-Bid inh	RGS8-Gao reg	RGS7-Gao reg	mol	RGS4-Gao reg	Bim-Bcl-W	Bim-Bcl-B	GSH fluor	Mcl-1 Bim block	Bcl-2 Bim block	Bfl-1 Bim block	Bim-Bcl-XL
-49	99	103	O=C(CCn1cccc1)NC1CCCc2ccccc21 (configuration not stated)	102	0	-6	15	-1	-10	-12	-6
-7	104	96	Cc1nnc(NC(=O)CSc2nc3[nH]ncc3c(=O)[nH]2)s1	102	-3	-8	8	0	-1	-10	-4
-21	99	99	CCOC(=O)CNc1c(-c2ccc(Cl)cc2)nc2cnccn12	96	1	-10	13	0	-4	-10	0
-2	97	94	O=C(CCc1ccccc1)N/N=C/c1cc(Br)ccc1O	102	-6	-8	12	-7	-13	-9	-7
-30&-1	100&102	?	O=C1c2ccccc2-c2nc3ccccc3n21	103&103	-2	-2	16	-2	6	-1	-3
-16	101	97	CCCCN1CN=C(Nc2nc3ccccc3o2)NC1	98	1	0	30	0	1	-3	0
9	105	105	CCOC(=O)c1sc(/N=C/c2c(C)[nH]n(-c3ccccc3)c2=O)c(C#N)c1C	98	-1	-1	13	-1	-2	0	0
6	99	109	O=C(Nc1nnc(-c2cccs2)s1)c1cccc(F)c1	102	-3	-9	15	0	-4	-3	-4
-19	108	106	N#CCCN(C(=O)CO/N=C/c1cccc([N+](=O)[O-])c1)c1ccccc1	109	0	-1	16	-2	-2	-6	-2
-10	98	118	C=CCN1C(=O)/C(=C2/Sc3ccccc3N2CCCS(=O)(=O)O)SC1=S	108	0	0	14	0	-4	0	0
-45	101	100	Cc1ccc(NC(=S)N2CCCC2)cc1	103	-2	0	20	2	-1	-4	1
13	102	103	Cc1c(CN2CCC(CO)(CCOc3ccccc3)CC2)c(=O)n(-c2ccccc2)n1C	108	3	-1	18	0	0	-8	-1
0	99	92	CCOC(=O)CSc1ccc2nnc(CCNS(=O)(=O)c3ccccc3)n2n1	98	-3	-4	14	-2	-7	-7	-1
-15	99	101	CCOc1ccccc1N1CC(C(=O)N2CCc3ccccc3C2)CC1=O (configuration not stated)	100	-1	-1	75	-2	-2	2	0
3	100	99	CCOc1ccc(Cl)cc1S(=O)(=O)N1CCCC1	97	5	1	17	-1	0	2	-2
2	100	100	O=C(Nc1ccc2c(c1)OCO2)c1cncc(Br)c1	101	-1	-5	19	0	-8	-17	-5
-16	105	102	COc1ccccc1C1CC(c2ccc(C)cc2)Nc2ncnn21 (configuration not stated)	100	0	-7	58	0	-3	-12	-4
-5	101	98	COc1ccc(NC(=O)NCCN2CCc3ccccc3C2)cc1	97	0	1	20	3	.	2	5
-24	101	98	COC(=O)Nc1ccc(S(=O)(=O)N2CCCCCC2)cc1	102	-1	-8	8	-1	-13	-13	-4
2	106	102	COc1ccc(NC(=O)COC(=O)/C=C/C(=O)OCC(=O)Nc2ccc(OC)c(Cl)c2)cc1Cl	102	0	-1	5	0	0	0	-3
-31	102	110	CC(C)COC(=O)Nc1ccccc1C(=O)N1CCOCC1	106	-2	-7	13	0	-6	-11	-7
-2	101	101	CCOC(=O)N1CCN(c2ccc(Cl)c(Cl)c2)CC1	101	-4	-9	32	-1	-14	-20	-7
1	100	100	COc1ccc(Oc2nc3ccccc3n3cccc23)cc1	103	-2	0	22	-2	-1	-1	2
-12	101	102	Cc1cccc(CNC(=O)c2ccccc2N)c1	104	0	-2	15	0	0	-1	-2
7	105	102	O=Cc1ccccc1OCCOc1ccccc1C=O	104	1	-1	28	1	0	3	0
-21	100	?	CC(C)C(C(=O)Nc1ccc(S(N)(=O)=O)cc1)N1C(=O)c2ccccc2C1=O (configuration not stated)	98	-5	-8	16	-1	-7	-7	-4
-1	101	97	O=c1c(Br)c(N2CCCCC2)cnn1-c1ccccc1	100	-1	-5	13	-2	-1	-3	0
-16	103	105	CCCn1c(SCC(=O)Nc2nnc(CC)s2)nnc1-c1ccncc1	103	-3	-5	14	-1	-4	-10	-2
3	101	101	CCOc1cc(C)c(S(=O)(=O)N2CCCC2)cc1C	102	0	-5	27	0	-7	-16	-3
-11	105	98	CCCn1c(N)c(C(=O)CSc2nc3ccccc3c(=O)n2-c2ccc(OC)cc2)c(=O)[nH]c1=O	96	-1	-4	5	1	-1	0	-1

The list goes on:
Mcl1-Bid inh	RGS8-Gao reg	RGS7-Gao reg	mol	RGS4-Gao reg	Bim-Bcl-W	Bim-Bcl-B	GSH fluor	Mcl-1 Bim block	Bcl-2 Bim block	Bfl-1 Bim block	Bim-Bcl-XL
-38	101	?	CNC(=S)NCCc1ccc(OC)cc1	104	-1	-6	16	0	-4	-3	-3
-43	100	?	O=S1(=O)N=C(N/N=C/c2ccc(Br)o2)c2ccccc21	99	0	-4	11	2	-1	-1	2
-8	104	104	CSc1ccccc1-n1nnnc1SCC(=O)Nc1cc(C)ccc1C	103	0	-2	20	-5	-1	-3	0
-25	101	102	CN1C2CCC1CC(OC(=O)c1c[nH]c3ccccc13)C2 (configuration not stated)	104	-1	-10	24	-3	-11	-17	-7
5	103	100	COC(=O)CCS(=O)(=O)c1ccc(Cl)cc1	100	1	0	7	0	0	0	0
-33	103	104	COc1ccc(CC(=O)Nc2ccc(N3CCN(c4ccc(OC)cc4)CC3)c(C#N)c2)cc1	104	-4	-3	25	-3	-8	-2	-7
-12	99	96	O=C(Nc1ccc2c(c1)OCCO2)C1CCN(c2cnccn2)CC1	91	1	2	19	3	0	3	0
-17	98	98	Cc1ccc2cccc(S(=O)(=O)NC3CCS(=O)(=O)C3)c2n1 (configuration not stated)	102	0	-6	35	-2	-8	-13	-4
-8	103	100	CS(=O)c1ccccc1COC(=O)Nc1ccc(Cl)cc1 (configuration not stated)	102	-1	-7	26	0	-13	-10	-1
-19	101	99	O=c1c2ccccc2nc(SCc2nnc(-c3ccccc3Br)o2)n1-c1ccccc1	99	-1	-8	23	-2	-11	-13	-6
-18	101	100	Cc1ccc(S(=O)(=O)NCCCN2CCOCC2)cc1C	99	0	-12	12	1	-6	-7	-7
-9	100	99	COc1ccc(-n2nc(C(=O)Nc3ccc4c(c3)OCO4)c3ccccc3c2=O)cc1	101	-1	-7	23	-2	-9	-16	-7
10	92	95	CS(=O)(=O)Oc1ccc(Br)cc1/C=C1/N=C(c2ccco2)OC1=O	92	-2	-4	23	-5	-4	3	-4

Screening results deposited in PubChem BioAssay by several laboratories.
